Source: PubChem BioAssay (several laboratories)
14-3-3 Bad PPI = inhibitors of 14-3-3 zeta/Bad binding, primary screen, biochemical, TR-FRET, bovine 14-3-3 zeta; 14-3-3 protein zeta/delta (Bos taurus), P63103; TR-FRET 14-3-3zeta/Dy647-pBad peptide displacement, 1 h; inhibition, % at 21.7 µM; actives 0.71% (n = 220,000); AID 781, 2007;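 active = inhibition above about 70%, limit read from the data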;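 note: 0% = full 14-3-3 plus peptide FRET controls and 100% = background without 14-3-3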
MDM2 E3 inh = MDM2-luciferase reporter signal enhancers, primary screen, MDM2 E3 ligase inhibitor project, cell-based, luminescence, 1536-well; cell-based MDM2 ubiquitination luciferase reporter, 2 h; 0 = plate control, 100 = twice control, blank-subtracted; signal enhancement, % at 5 µM; E3 ubiquitin-protein ligase Mdm2 (Homo sapiens), Q00987; actives 0.11% (n = 210,000);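 active = signal enhancement of 30% or more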;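 note: luminescence tracks abundance of the self-degrading MDM2-luciferase fusion protein; higher signal means inhibition of MDM2 E3 ligase activity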
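system = mammalian cells stably expressing self-ubiquitinating, self-degrading MDM2 E3–luciferase fusion | quantity = 2000 cells per well seeded | incubation = 4 h cell settling then 2 h compound exposure, 37 °C | signal = SteadyLite luminescence, 15 min reagent step | benchmarks = plate control and blank wells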
EBV gp42 block = Epstein-Barr virus gp42 inhibitors, primary screen, biochemical, uHTS, fluorescence polarization; actives 0.42% (n = 220,000); inhibition, % (tested at 21.74 µM); Glycoprotein 42 (Epstein-Barr virus (strain AG876)), Q1HVG2; Fluorescence polarization binding assay, mP read-out; AID 1085, 2008; in the data active = inhibition above about 50%
Runt-SMMHC FRET = inhibitors of RUNX1 Runt–CBFb-SMMHC binding, primary screen, biochemical, FRET, Cerulean-Runt, Venus-CBFb-SMMHC, uHTS; inhibition, % at 20 µM; Cerulean-Runt/Venus-CBFb-SMMHC FRET ratio 530/480, 1 h; AID 1434, 2008; actives 0.74% (n = 220,000);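 active = mean inhibition across duplicate retests at 20 µM reaching about 50%, limit read from the data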;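 note: 0% = DMSO wells and 100% = wells with excess untagged CBFb-SMMHC; inhibitors lower the FRET ratio by blocking Runt binding to CBFb-SMMHC; some results filed as inactive read as strong as hits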
Hck Nef HTS = inhibitors of Nef-activated human Hck kinase, primary screen, biochemical, Z-Lyte FRET, 384-well, Hck-YEEI | Recombinant Hck-YEEI plus Nef, Z-Lyte FRET kinase assay | inhibition, % at 20 µM | actives 0.68% (n = 220,000);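 active = Hck-Nef kinase inhibition above about 50%, limit read from the data; inactive = inhibition below that limit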;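 note: 0% = DMSO with Hck plus Nef and 100% = Hck alone without Nef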
Tb hexokinase = Trypanosoma brucei hexokinase 1 inhibitors, primary screen, biochemical, G6PDH-coupled NADH absorbance, MLSCN library | inhibition, % at 10 µM | recombinant TbHK1, G6PDH-coupled NADH A340 | actives 0.11% (n = 220,000);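 active = inhibition of 50% or more in the single-dose primary screen; inactive = inhibition below 50%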
zVAD death inh = inhibitors of zVAD-triggered necroptosis, primary screen, L929 cells. actives 0.38% (n = 220,000). L929 zVAD necroptosis rescue, ATP luminescence, 24 h; with zVAD 60 µM. AID 1377, 2008. viability rescue, % at 10 µM;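 active = activation, scaled between plate controls, above about 75%, limit read from the data; inactive = activation under that limit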;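 note: 0% = zVAD with DMSO and 100% = DMSO alone without zVAD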
p47phox inh = p47phox/p22phox peptide binding inhibitors, primary screen, biochemical, uHTS, NADPH oxidase regulatory subunit. inhibition, % at 24.7 µM. Neutrophil cytosol factor 1 (Homo sapiens), P14598. actives 0.53% (n = 220,000). fluorescence polarization, 2 h;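 active = inhibition above about 30%, limit read from the data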;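 note: 0% = p47phox with labelled peptide and 100% = labelled peptide alone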
Runt-CBFb FRET = inhibitors of RUNX1 Runt–CBFb binding, primary screen, biochemical, FRET, Cerulean-Runt, Venus-CBFb, uHTS; Cerulean-Runt/Venus-CBFb FRET ratio 530/480, 1 h; Runt-related transcription factor 1 (Homo sapiens) + Core-binding factor subunit beta …; actives 0.46% (n = 220,000); inhibition, % at 20 µM; AID 1496, 2009;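 active = inhibition over about 50% at 20 µM in the single-dose screen, limit read from the data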;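 note: 0% = DMSO wells and 100% = excess unlabeled CBFb competitor control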
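test system = Cerulean-tagged RUNX1 Runt domain (FRET donor) fusion protein | reagent = Venus-CBFb binding partner, 100 nM | incubation = protein complex preformed 1 h, compound exposure 1 h, room temperature, dark | detection = FRET fluorescence | read-out basis = loss of energy transfer signal | controls = 5 µM unlabeled CBFb as full-inhibition high control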
Active calls of the source: *; · = no result given; & = joins results of further samples; [ ] = dose if it differs, or a comment. An unsorted share of the library, and some 3.2% of all compounds hit somewhere here.

SMILES | 14-3-3 Bad PPI | MDM2 E3 inh | EBV gp42 block | Runt-SMMHC FRET | Hck Nef HTS | Tb hexokinase | zVAD death inh | p47phox inh | Runt-CBFb FRET
O=C(O)CNC(=O)C(Cc1ccccc1)NC(=O)OCc1ccccc1 (configuration not stated) | 0 | -7 | -1 | -1 | 10 | -5 | 0.8 | 0 | 0
CCOC(=O)C1=C(O)CSC1=Nc1cccc(Cl)c1 | -10 | -3 | 0 | 0 | -1 | 3 | -0.3 | -17 | 0
C/C(=N\Nc1ccc(F)cc1F)c1cccs1 | -16 | -1 | 2 | -3 | 21 | -7 | -1.1 | 0 | 0
COc1cc(/C=N\NC(=O)CNC(=O)C2COc3ccccc3O2)ccc1O (configuration not stated) | -5[fluorescence artefact?] | -9 | 16 | 0 | 2 | -18 | 1.4 | 4 | 1
CC(=O)c1ccc(NC(=S)NC(=O)CC(C)C)cc1 | -4 | -3 | -6 | 1 | 1 | -7 | -0.4 | 8 | 1
COc1ccccc1N1CCN(/N=C/C(Cl)=C/c2ccccc2)CC1 | -7 | -12 | -8 | 0 | 22 | -23 | 0.7 | -2 | 1
CCCCNC(=S)N=Nc1c(O)[nH]c2ccccc12 | -15 | -7 | 1 | -2 | 6 | -8 | -1.6 | -11 | -5
COc1ccc(CN2CCN(C(=O)CN3C(=O)C4C5C=CC(C5)C4C3=O)CC2)c(OC)c1OC (configuration not stated) | -4[fluorescence artefact?] | 4 | -13 | 0 | -1 | 4 | -0.3 | -2 | -3
COC(=O)c1cccc2c1NC(=O)C2=O | -3 | -5 | 2 | -2 | 1 | 2 | -0.3 | -10 | 0
O=C1CCCc2c1cnc1ncnn21 | 8 | -2 | -12 | -17 | 7 | -1 | 0.4 | -7 | -6
CC(NC(N)=O)C(=O)OCc1ccc(Cl)cc1Cl (configuration not stated) | -3 | -13 | -21 | -1 | -1 | -6 | -0.3 | -2 | -1
COc1ccc(NC(=O)CSc2nncc3ccccc23)cc1 | -2 | -9 | -26 | 1 | -2 | -2 | 0.8 | -11 | 1
N[C@@H](Cc1cc(I)c(Oc2ccc(O)c(I)c2)c(I)c1)C(=O)O | 8&2 | · | -2&-1 | -11 | 19&-9 | 17&4 | -0.2&-1.0 | -77&-5 | -6
CC(C)COc1ccc(C(=O)NC(CC(C)C)C(=O)O)cc1 (configuration not stated) | 4[fluorescence artefact?] | -5 | 144* | 5 | 0 | 10 | 0.3 | -11 | -1
NC(=O)c1ccc(N2CCN(c3ccccc3F)CC2)c([N+](=O)[O-])c1 | -7 | 4 | -3 | -2 | 3 | 2 | 0.8 | -4 | -2

3 compounds drawn at random from those above, as already listed:
SMILES | 14-3-3 Bad PPI | MDM2 E3 inh | EBV gp42 block | Runt-SMMHC FRET | Hck Nef HTS | Tb hexokinase | zVAD death inh | p47phox inh | Runt-CBFb FRET
NC(=O)c1ccc(N2CCN(c3ccccc3F)CC2)c([N+](=O)[O-])c1 | -7 | 4 | -3 | -2 | 3 | 2 | 0.8 | -4 | -2
CCCCNC(=S)N=Nc1c(O)[nH]c2ccccc12 | -15 | -7 | 1 | -2 | 6 | -8 | -1.6 | -11 | -5
O=C(O)CNC(=O)C(Cc1ccccc1)NC(=O)OCc1ccccc1 (configuration not stated) | 0 | -7 | -1 | -1 | 10 | -5 | 0.8 | 0 | 0

(cont.)
SMILES | 14-3-3 Bad PPI | MDM2 E3 inh | EBV gp42 block | Runt-SMMHC FRET | Hck Nef HTS | Tb hexokinase | zVAD death inh | p47phox inh | Runt-CBFb FRET
Fc1ccc(Cn2nnnc2C(c2cccs2)N2CCN(C3CCCCC3)CC2)cc1 (configuration not stated) | -3 | -12 | 4 | 0 | 5 | 5 | -0.2 | -7 | 1
CCCCCCOc1ccc(/C=c2\s/c(=C(/C#N)C(=O)NCc3ccco3)n(-c3ccccc3)c2=O)cc1 | -26[fluorescence artefact?] | -3 | -64 | 8 | 3 | 5 | 0.7 | -38 | -250
CCOc1ccccc1C1CC(=O)Nc2cc3c(cc21)OCCO3 (configuration not stated) | -6 | -19 | -2 | 0 | -1 | 3 | -0.3 | -4 | -1
O=C(NCC1CCCO1)c1ccc(CS(=O)(=O)c2ccc(Cl)cc2)o1 (configuration not stated) | -5[fluorescence artefact?] | -6 | -12 | 1 | 2 | -1 | -0.6 | -8 | 1
O=c1c(N2CCCCC2)coc2ccccc12 | -23 | -32 | 3 | -4 | -1 | -2 | 0.6 | -8 | 0
COc1ccc(C)cc1NC(=S)N1CCN(S(C)(=O)=O)CC1 | 4 | 6 | -9 | 0 | 4 | 0 | -0.3 | -5 | 0
CCOC(=O)c1cn2nc(Oc3ccccc3)ccc2n1 | 0 | -17 | -10 | 1 | 6 | 6 | 1.4 | -9 | 0
COc1ccc(/C=C/C(=O)NC(=S)N2CCN(C)CC2)cc1 | -9 | -20 | 7 | -3 | 20 | -38 | 0.9 | -9 | -2
Nc1nonc1C(=O)N/N=C/c1ccncc1 | -4 | -10 | -24 | 2 | 11 | -18 | 1.0 | -20 | -1
CSCCC(NC(N)=O)C(=O)Nc1ccc2ccccc2c1 (configuration not stated) | -19 | -11 | -6 | -2 | 23 | -8 | 0.4 | -12 | 0
CCSc1ccccc1C(=O)Nc1cccnc1 | 6 | 6 | 6 | 2 | 0 | -3 | -0.1 | 1 | 0
CCCCn1c(=O)n(C)c(=O)c2c3c(sc21)COC(C)(C)C3 | -1 | -22 | -4 | 0 | 0 | -2 | 0.0 | 6 | 17
Cc1ccc(NC2=C(Cl)C(=O)OC2OC(=O)c2ccco2)cc1C (configuration not stated) | -1 | 5 | -10 | 0 | 1 | -2 | -0.8 | 2 | 1
C=CC[n+]1c(-c2ccc(Cl)cc2Cl)csc1Nc1c(C)n(C)n(-c2ccccc2)c1=O | -2 | 0 | 7 | 3 | 4 | -2 | 1.0 | 2 | -1
CN1c2ccccc2C(=O)/C(=C\Nc2ccc(F)cc2)S1(=O)=O | 42 | -10 | -4 | 2 | -8 | -10 | 0.8 | -1 | 0
O=C(NCc1ccc2c(c1)CCO2)Nc1cccc(C(F)(F)F)c1 | -4 | -15 | -7 | -1 | 24 | 5 | 2.2 | -18 | -1
CCCCn1c(SCC(=O)NC2CC(C)(C)NC(C)(C)C2)nc2cc(S(N)(=O)=O)ccc21 | 0 | 3 | -13 | -4 | 14 | 6 | 0.2 | -6 | 0
O=C1c2ccccc2C(=O)N1CCc1csc(-c2ccc(F)cc2)n1 | -5 | -6 | -4 | 1 | 2 | -4 | -0.1 | -8 | 1
Cn1nccc1C(=O)Nc1ccn(C23CC4CC(CC(C4)C2)C3)n1 | -5 | -9 | 0 | -4 | 3 | 33 | 0.6 | 4 | -4
c1ccc(C(c2nnnn2Cc2ccco2)N2CCN(C3CCCC3)CC2)cc1 (configuration not stated) | 1 | 3 | -8 | -1 | -5 | -2 | -1.6 | -13 | 6
CCOc1ccc(N(CC(=O)N2CCc3ccccc32)S(=O)(=O)c2c(C)noc2C)cc1 | 3 | -6 | -11 | 1 | 0 | -15 | -0.9 | -14 | -1
COc1ccc(N(CC(=O)NCc2ccco2)S(C)(=O)=O)cc1OC | -10[fluorescence artefact?] | -5 | -21 | -2 | 2 | -7 | -1.3 | -6 | -2
O=C(NCC(F)(F)F)Nc1cccnc1 | 0[fluorescence artefact?] | -7 | -16 | 0 | 12 | -2 | -0.6 | -2 | 0
C/C(=N\NC(=O)C1CC1)c1ccccc1O | -12 | -35 | -4 | 2 | -5 | -5 | 3.1 | 7 | -1
CCCCCCC1CC(CCc2nc(=S)[nH][nH]2)C(=O)O1 (configuration not stated) | -16 | -10 | -8 | 32 | 5 | -2 | 1.7 | -6 | 18
COC(=O)c1ccccc1S(=O)(=O)NC(=O)c1ccccc1 | 10[fluorescence artefact?] | 9 | -10 | -3 | 2 | 4 | -0.4 | -12 | 0
Cc1ccc(NC(=O)c2cccc(OCc3c(C)noc3C)c2)cc1S(=O)(=O)Nc1ccccc1Cl | -31 | -7 | -12 | 3 | 0 | 22 | 3.3 | -11 | -2
COc1ccc(N2C(=O)CC(N3CCC(c4nc5ccccc5[nH]4)CC3)C2=O)cc1 (configuration not stated) | -6[fluorescence artefact?] | -13 | -6 | 2 | 0 | -5 | 0.5 | -22 | 2
CSc1sc(-c2n[nH]c(=S)n2C)c2c1C=CCC2 | 6 | 0 | -19 | -5 | 37 | -7 | 0.9 | 4 | 13
Cc1noc(NS(=O)(=O)c2ccc(NC(=O)COc3ccc(Cl)cc3Cl)cc2)c1C | · | -6 | 37 | -9 | -1 | 7 | 0.4 | -5 | -1
CC(=O)c1c(C)[nH]c(C(=O)Nc2cccc(S(=O)(=O)N3CCOCC3)c2)c1C | 4 | -11 | 13 | 7 | 1 | -9 | 5.8 | -9 | 1
CC(C)(C)c1cc(C(=O)NN)n(Cc2ccc(F)cc2)n1 | -2 | -8 | -10 | -1 | -8 | -3 | 0.1 | 1 | -1
Cc1nc2nc[nH]n2c(=O)c1CC(=O)O | 15[fluorescence artefact?] | -3 | 1 | -3 | 2 | -7 | -1.0 | -2 | 2
O=C1/C(=C/c2ccc(F)cc2)SC(=S)N1Nc1ncc(C(F)(F)F)cc1Cl | -8 | -6 | -14 | -4 | 1 | -6 | 0.3 | -15 | 10
O=C(O)/C=C/C(=O)N(Cc1ccc2c(c1)OCO2)C1CC(=O)N(CCc2ccccc2)C1=O (configuration not stated) | -19 | -20 | -8 | -1 | 21 | 0 | 1.7 | -5 | 0
CCOC(=O)c1csc(NC(=O)c2ccccc2)n1 | 7 | -12 | -3 | 2 | 0 | -18 | 0.9 | 2 | 2
CCn1c(COc2ccccc2)nnc1SCC(=O)c1cccc([N+](=O)[O-])c1 | 7 | -7 | -13 | 4 | 0 | 0 | 0.2 | -4 | -5
COC(=O)c1cn(C(=O)c2ccc(C)cc2C)c2ccccc12 | -6 | 3 | 1 | -3 | 0 | 8 | -0.2 | 1 | 0
O=C(O)CSC(C(=O)Nc1ccc(Br)cc1)c1ccccc1 (configuration not stated) | -11 | -29 | -7 | -4 | 21 | 0 | 6.1 | -4 | 1
Cn1c(Cn2c(=O)sc3ccccc32)nnc1SCC(=O)NCCc1ccccc1 | 5 | -11 | -7 | 1 | 0 | 2 | 0.8 | -8 | -1
Cc1cc(NC(=O)CSc2nc3ccccc3c(=O)n2C2CCCC2)no1 | 3 | -20 | 2 | -2 | 3 | -1 | -1.0 | 1 | 0
